Screens deposited in PubChem BioAssay by National Center for Advancing Translational Sciences (NCATS).
D1 antag: blocks dopamine activation of the human D1 receptor | P21728 | HEK293 TREx D1 cells, calcium flux, dopamine EC80; hits give low values | activity change, negative = inhibition, % at 10 µM | 3.2% of 360,000 active | AID 504652; in the data active = activity change below about -30%; also: % is scaled to controls: 0 for no effect and ±100 for the full control effect
Target sequence (P21728 whole entry, looked up): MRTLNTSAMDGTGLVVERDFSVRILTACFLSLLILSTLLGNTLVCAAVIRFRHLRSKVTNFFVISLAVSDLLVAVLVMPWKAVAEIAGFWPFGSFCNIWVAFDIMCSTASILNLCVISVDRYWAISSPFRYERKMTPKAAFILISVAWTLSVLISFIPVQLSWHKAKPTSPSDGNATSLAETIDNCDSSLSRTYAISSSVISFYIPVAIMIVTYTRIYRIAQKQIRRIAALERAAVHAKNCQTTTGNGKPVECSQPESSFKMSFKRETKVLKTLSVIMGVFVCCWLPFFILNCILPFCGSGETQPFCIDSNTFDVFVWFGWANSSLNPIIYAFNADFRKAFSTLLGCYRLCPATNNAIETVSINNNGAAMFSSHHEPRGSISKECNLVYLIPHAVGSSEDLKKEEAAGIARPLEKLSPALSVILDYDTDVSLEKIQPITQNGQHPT
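Tetracycline-induced HEK293 Trex D1 cells, force-coupled to calcium, dye-loaded; compounds added and read 180 s, then EC80 dopamine added and calcium flux tracked kinetically another 180 s.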
Vif-A3G inh: blocks the Vif interaction with human APOBEC3G; Potency, µM (highest dose often 46.1 µM), inactives show top-dose activity, negative = active, most hits filed as inhibitors; HeLa A3G-eYFP + Vif (tagged APOBEC3G with the HIV-1 protein that degrades it), YFP fluorescence, overnight; 0.076% of 410,000 active; AID 602310;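 also: potency is read from the fitted curve at half-maximal effect; % is scaled to controls: 0 for no effect and ±100 for the full control effect; nearly all actives have a fitted effect of over 60% in size; hits raise eYFP signal because A3G escapes Vif-driven loss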
Target sequence (Q9HC16 whole entry, looked up): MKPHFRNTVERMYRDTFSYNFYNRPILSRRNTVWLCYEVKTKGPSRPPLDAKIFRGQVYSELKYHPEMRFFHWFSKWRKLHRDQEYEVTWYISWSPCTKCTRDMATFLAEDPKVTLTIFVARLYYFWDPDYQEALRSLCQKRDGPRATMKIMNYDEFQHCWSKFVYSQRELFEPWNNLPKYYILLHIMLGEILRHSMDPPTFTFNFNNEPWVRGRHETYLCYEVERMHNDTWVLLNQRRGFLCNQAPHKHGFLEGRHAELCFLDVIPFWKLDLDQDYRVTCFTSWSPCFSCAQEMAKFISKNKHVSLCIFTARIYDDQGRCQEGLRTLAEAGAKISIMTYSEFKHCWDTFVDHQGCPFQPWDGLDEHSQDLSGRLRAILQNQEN
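Read-out is eYFP fluorescence (Ex 488/Em 500-530) from Vif-expressing HeLa A3G-eYFP cells; more signal means A3G escaped Vif-mediated degradation. Cells plated overnight, compound pinned in, incubated overnight at 37 deg C.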
Vif-A3F inh: inhibitors of Vif-A3F interaction | 0.2% of 390,000 active | AID 602313 | Potency, µM (series often up to 46.1 µM), for the others: at the highest dose activity, negative = active | HeLa A3F-eYFP + Vif (tagged APOBEC3F with the HIV-1 protein that degrades it), YFP fluorescence increase; also: potency is read from the fitted curve at half-maximal effect; % of control where 0% means no effect; nearly all actives have a fitted effect of over 65% in size
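HeLa cells stably expressing Vif plus C-terminally eYFP-tagged A3F were seeded, incubated overnight at 37 deg C, dosed with compound, incubated overnight again at 37 deg C. Yellow fluorescence (Ex 488/Em 500-530) reported blocked Vif-mediated A3F-eYFP degradation.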
LDHA inh: blocks human lactate dehydrogenase A; P00338; purified LDHA, NADH/diaphorase-resazurin fluorescence; hits give low values; activity change, % (values are at about 110 or 230 µM); 0.15% of 480,000 active; in the data active = activity change below about -30%; inconclusive = mostly about -25% to -30%;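 also: plate controls were DMSO wells for no effect and wells without enzyme for full effect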
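Human LDH5 (2 nM) was incubated with 0.06 mM NADH and 0.2 mM pyruvate for 5 min at room temperature in Tris pH 7.4. Remaining NADH was coupled through diaphorase/resazurin, and resorufin fluorescence was read at 0 and 20 min.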
D1 ag: agonists of human D1 dopamine receptor | HEK293 T-REx D1 cells, calcium flux, agonist mode | activation, % at 2 µM | 1% of 360,000 active | AID 504660; in the data active = activation above about 30%; also: 0% is about no effect
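Tetracycline-induced HEK293 TREx D1 cells, force-coupled to calcium signalling, were dye-loaded with a no-wash calcium kit. Compound was pin-added after a 10 s baseline. Fluorescence was read kinetically at 1 cycle/s for 180 s, with calcium rises flagged as agonism.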
D2 PAM: D2 dopamine receptor (human) potentiation | P14416 | HEK293 T-REx D2, calcium flux, EC20 dopamine potentiation | potentiation, % at 10 µM | 0.34% of 340,000 active;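 active = potentiation over 3 SD above the plate norm, cut at about 30% in these data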; also: 0% is about no effect
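Cells plated with tetracycline inducer and held overnight at 30 C; calcium dye loaded 30–90 min at room temperature; baseline taken, compound added and read 180 s; EC20 dopamine then added and read 180 s.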
Glioma ERSR ind: ER stress response induction in glioma; Potency, µM, for inactives: top-dose activation, actives largely listed as activators; U87-MG GRP78 promoter luciferase reporter, 16 h; AID 602332; 0.02% of 420,000 active; also: potency is read from the fitted curve at half-maximal effect; series mostly up to about 76 µM; % of control where 0% means no effect; nearly all actives have a fitted effect of over 35% in size
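ERSR induction read as luciferase luminescence (Bright-Glo, 10 min at room temperature) in stably transfected human U87-MG glioma cells exposed to compounds for 16 h, using GRP78 as sensor.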
RXFP1 ag: agonists of human relaxin receptor RXFP1. HEK293T-RXFP1 cAMP TR-FRET, 30 min; response scale: percent of porcine relaxin response, buffer zero. Potency, µM (titrated, usually from 57.5 µM), without a hit: top-dose activation, usual class: activators. 0.3% of 370,000 active. AID 2676; also: potency is read from the fitted curve at half-maximal effect; % is scaled to controls: 0 for no effect and ±100 for the full control effect; nearly all actives have a fitted effect of over 60% in size; many of its hits are not listed in these tables
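cAMP rise read by TR-FRET after 30 min, 37C compound exposure (up to 58 uM) in RXFP1-transfected HEK293 cells with Ro 20174 present. EC50 from Hill-equation fits, with 29 nM porcine relaxin as 100% and buffer as basal.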
D1 potentiator: human D1 dopamine receptor positive modulation; P21728; 0.036% of 360,000 active; potentiation, % at 10 µM; HEK293 TREx D1 cells, calcium flux, dopamine EC20 potentiation; in the data active = potentiation above about 30%; also: 0% is about no effect
Numbers without * were called inactive; ? = inconclusive; / = not tested or not shown; & = joins results of further samples. Unless noted, calls follow the shape of the dose curve; as a rule, active = well fitted curve in the direction sought with a large enough effect; inconclusive = small, poorly fitted or top-dose-only effect, or another doubt; inactive = no such curve, though single readings can be large; an effect the other way counts as inactive or inconclusive. Not all compounds are listed; the hit share may differ from the screen's.

nr | Compound | RXFP1 ag | D1 antag | Vif-A3F inh | LDHA inh | Glioma ERSR ind | Vif-A3G inh | D1 ag | D2 PAM | D1 potentiator
1 | CCOc1ccc(C(=O)Nc2cc(=O)n(C)c(=O)n2C)cc1 | / | / | -5% | -3 | -4% | -1% | / | / | /
2 | Fc1ccc(NC(=S)N/N=C/c2ccc(F)c(F)c2)c(F)c1 | 1.7% | 3 | -3% | 0 | 2% | -3% | 1 | -3 | -6
3 | CCCn1c(CCC(=O)Nc2ccc(OCC)cc2)nc2cccnc21 | 0.0% | -6 | -5% | -10 | 0% | -1% | -1 | 9 | -3
4 | CC(=O)N/C(=C\c1ccc(Cl)cc1)C(=O)O | 2.4% | -6 | 1% | 0 | -2% | 2% | 6 | / | 1
5 | CCC(Sc1nncn2c1cc1occc12)C(=O)Nc1ccc(C)c(Cl)c1 (stereo not drawn) | 21% | 11 | 1% | 2 | -5% | 0% | 1 | -3 | 5
6 | Cc1ccc2occ(-c3cc(-c4ccccc4)nc4c3COc3ccccc3-4)c(=O)c2c1 | -1.4% | 18 | 2% | 2 | -4% | -1% | 0 | -7 | -3
7 | COc1ccc(-n2nnc3c(=O)n(CC(=O)OCc4ccccc4)cnc32)cc1 | 0.9% | -22 | 1% | -7 | -3% | 1% | 3 | -2 | -11
8 | COc1ccc(CC(=O)Nc2ccc(S(=O)(=O)Nc3nccs3)cc2)cc1 | -0.4% | 8 | -23% | -12 | -5% | -4% | 3 | -3 | -3
9 | CCOc1ccc2nc(Cl)c(CN(C(=O)c3cnccn3)C3CCCC3)cc2c1 | 2.0% | 1 | -3% | -4 | -6% | 0% | 1 | 11 | -2
10 | O=C1c2ccccc2-c2nc3ccccc3n21 | 4.8% | 10 | 7%&-8% | -6&-6 | 3%&0% | 0%&2% | 0 | 35* | -3
11 | C=CCOC(=O)c1ccccc1C(=O)OCC1CO1 (stereo not drawn) | / | / | -8% | -4 | 0% | 5% | / | / | /
12 | NNS(=O)(=O)c1ccc2c(c1)Cc1cc(S(=O)(=O)NN)ccc1-2 | 1.2% | -17 | 12% | -35* | -1% | 3% | 2 | -4 | 0
13 | O=C(N/N=C/c1ccc2ncccc2c1)c1cc(-c2cccs2)nc2ccccc12 | 7.8% | -12 | -31% | -7 | -4% | -9% | 4 | 18 | -8
14 | Cc1ccc(OCC(=O)O/N=C(\N)c2cccc([N+](=O)[O-])c2)cc1C | 1.0% | -6 | 8% | -10 | -6% | 1% | 14 | -6 | 2
15 | COc1ccccc1Cc1nc2ccccc2nc1SCC(=O)N(C)c1ccc(F)cc1 | 14% | 10 | 4% | -17 | -4% | 5% | 2 | -12 | 3
16 | O=C(/C=C/c1cccc(Cl)c1)Nc1ccncc1 | -0.2% | -5 | 1% | -4 | 7% | 0% | 0 | -7 | -8
17 | CC(C)NC(=O)CSc1nc2[nH]ncc2c(=O)[nH]1 | 2.4% | 18 | -11% | 0 | -5% | 1% | 3 | -1 | 0
18 | COc1ccccc1C(=O)Nc1cccc(C(=O)OCc2cc(=O)n3nc(C)sc3n2)c1 | 2.3% | -2 | -6% | -13 | 2% | -7% | -1 | -2 | 1
19 | O=C(COC(=O)c1ccc(Cl)nc1)Nc1cc(S(=O)(=O)N2CCOCC2)ccc1Cl | / | / | -1% | -4 | -1% | -1% | / | / | /
20 | Cc1cnc2c(N)cc(C)c(C)c2c1 | / | / | -10% | 15 | -5% | -1% | / | / | /
21 | CCCc1nnc(SCC(=O)N2CCOCC2)n1CCCOC | -0.6% | 1 | 5% | 0 | -4% | 4% | 2 | -13 | 0
22 | CCCCCNC(=O)c1c[nH]c2ccc(S(=O)(=O)N3CCC4(CC3)OCCO4)cc2c1=O | 3.2% | -4 | 0% | -3 | 5% | 1% | 5 | -2 | 0
23 | CCOc1ccc2nc(NC(=O)c3cc(=O)c4ccc(C)cc4o3)sc2c1 | 4.0% | 8 | -4% | -2 | -2% | 0% | 2 | -4 | -1
24 | COc1ccc(NC(=O)CSc2nc3c(c(=O)[nH]2)CN(Cc2ccccc2)CC3)cc1Cl | -0.3% | -29 | 0% | -8 | -2% | -5% | 1 | 3 | 2
25 | N#Cc1c(N)oc(-c2ccc3c(c2)OCO3)c1-c1ccc2c(c1)OCO2 | 2.2% | -9 | -28% | 26 | 4% | -23% | 0 | 4 | 3
26 | COc1ccc(S(=O)(=O)N2CCCCCC2)cc1N(C)S(=O)(=O)c1ccc(C)cc1 | 1.8% | -28 | -6% | 0 | -4% | 0% | 1 | -11 | -2
27 | CCC(C)Sc1ccc([C@@H]2[C@@H]3C(=O)N(CC)C(=O)[C@@H]3[C@]3(C(=O)OC)CCCCN23)cc1OC (stereo partly drawn) | / | / | -5% | 6 | -5% | -3% | / | / | /
28 | CC(C)N(C)NC(=S)Nc1ccccc1 | 2.1% | 4 | 14% | -5 | -6% | 3% | 2 | 15 | -5
29 | CCn1c(SCC(=O)c2c(N)n(C3CC3)c(=O)[nH]c2=O)nc2cc(S(N)(=O)=O)ccc21 | 0.4% | 1 | 0% | -9 | -2% | 0% | 1 | -8 | -7
30 | CC(C)Cn1c(-c2ccc(Br)o2)n[nH]c1=S | 2.8% | -26 | 4% | -8 | -5% | -5% | 6 | 6 | -10
31 | COc1ccc2[nH]c(C)c(CCN3C(=O)C4C5C=CC(C5)C4C3=O)c2c1 (stereo not drawn) | 0.7% | 0 | 2% | 1 | -5% | -1% | 0 | 5 | 6
32 | N#C/C(=C\c1ccccc1)C(=O)N1CCC(C(N)=O)CC1 | 0.1% | -12 | 18% | -6 | 0% | -6% | -1 | 17 | -6
33 | CC(=O)c1cccc(NC(=S)NC(=O)c2ccc(Cl)cc2)c1 | 0.7% | 7 | 1% | -1 | 1% | 3% | 1 | -30 | -5
34 | O=C(c1cccc2ccccc12)C1CCCN(C(=O)CCCn2cncn2)C1 (stereo not drawn) | 2.3% | -12 | -1% | 0 | -4% | -3% | 0 | -5 | -6
35 | CS(=O)(=O)c1ccc(-c2nnn(CC(=O)N3CCCCC3)n2)cc1 | 1.1% | -8 | 10% | -1 | -4% | 1% | 5 | 0 | 0
36 | O=C(COC(=O)Cc1ccsc1)Nc1ccc(Br)cc1F | 0.4% | -9 | -4% | -2 | -4% | -4% | 1 | -16 | 0
37 | Cc1ccccc1S(=O)(=O)Nc1nc2ccccc2nc1NCCO | 7.7% | 7 | -1% | -5 | -3% | 2% | 1 | 3 | -13
38 | CC(C)(C)c1ccc(-c2nc3[nH]c(=O)cc(NC(=O)c4ccco4)n3n2)cc1 | -1.8% | -1 | 0% | -4 | -8% | 0% | 1 | -5 | 2
39 | COc1ccc(C(=O)NCC(=O)OCc2c(Cl)cccc2Cl)cc1OC | 0.3% | -7 | 3% | -2 | 2% | 0% | 7 | / | 4
40 | Cc1cc(C(=O)N=Nc2c(O)n(C(C)C)c3ccccc23)n[nH]1 | 1.1% | -15 | -2% | 4 | 4% | 0% | 0 | 6 | -4
41 | COC(=O)COc1ccc(S(=O)(=O)NC2CCCCCC2)cc1 | 1.8% | -16 | 1% | -10 | -6% | -1% | 8 | -5 | -5
42 | CCn1c(=O)cc(SCC(=O)NCCCN2CCN(c3ccccc3F)CC2)c2ccccc21 | 8.1% | -81* | 1% | 0 | -1% | -7% | 30* | 3 | -14
43 | CN(C)c1ccc(C(O)c2cc3ccccc3s2)cc1 (stereo not drawn) | / | / | -9% | -3 | -2% | -27% | / | / | /
44 | COCc1nnc(NC(=O)c2cc(Cl)ccc2OC)s1 | -1.4% | 5 | 3% | 2 | -1% | 5% | -2 | 6 | 3
45 | COc1ccc(NC(=O)c2c(NC(=O)Cc3ccccc3)sc3c2CCCC3)cc1 | 3.4% | 28 | 8% | -5 | -5% | 6% | 1 | -5 | -1
46 | COc1ccccc1NC(=O)c1ccccc1N(Cc1ccccc1)S(C)(=O)=O | -0.5% | 30 | -5% | -2 | -3% | 0% | 7 | -3 | 0
47 | c1ccc(-c2c(-c3ccccc3)n(Cc3ccco3)c3ncnc(NCCCn4ccnc4)c23)cc1 | 4.7% | 1 | 0% | 1 | -16% | -8% | 52* | 10 | 7
48 | CCOc1cccc(C(=O)Nc2cccnc2)c1 | 0.1% | 14 | / | -2 | -7% | 0% | 2 | -3 | 2
49 | Brc1ccccc1-c1nnc(COc2cccc3cccnc23)o1 | 4.4% | -15 | 0% | 16 | ? | -1% | -2 | 0 | 3
50 | CCCCCCCC(=O)NNC(=O)CCC(=O)O | 0.2% | -3 | -22% | -1 | 3% | 1% | 2 | 3 | -1
51 | COc1ccc(-c2[nH]ncc2CN2CCCCCCC2)c(OC)c1 | -0.5% | -7 | -3% | -4 | -2% | -1% | -1 | 9 | 7
52 | CCC(=O)Nc1ccc(C(=O)NCCCn2ccnc2)cc1 | -2.3% | 0 | -5% | -6 | -1% | 4% | 4 | 18 | 9
53 | Cc1ccc(S(=O)(=O)c2cnc(SCC(=O)Nc3ccc4c(c3)OCCO4)[nH]c2=O)cc1C | 0.5% | 6 | -6% | 8 | -3% | 0% | 0 | 1 | -3
54 | CN(c1cccc(NC(=O)CN(c2ccc(F)cc2)S(C)(=O)=O)c1)S(C)(=O)=O | 4.6% | 5 | 9% | 0 | -1% | 0% | 1 | -14 | -3
55 | Cc1cccc(C(=O)NCCN2CCOCC2)c1[N+](=O)[O-] | 3.2% | 9 | 3% | -2 | -5% | -1% | 2 | 5 | -2
56 | CCC(=O)Nc1ccccc1Oc1ccccc1 | 0.0% | -9 | 6% | 6 | -1% | -12% | 0 | -3 | -6
57 | CC1(C)NC(=O)N(CCOCCOc2cccc(Oc3ccccc3)c2)C1=O | 0.7% | 8 | 1% | 5 | 3% | 5% | 5 | 10 | 2
58 | CCOC(=O)C1CCC(CN(Cc2cccc(Br)c2)S(=O)(=O)c2ccc(C)cc2)CC1 (stereo not drawn) | -1.4% | 22 | 3% | 3 | -6% | -3% | 32* | -6 | 0
